# Screening data: PubChem, several laboratories
# LMPTP block = LMPTP phosphatase inhibitors, primary screen, biochemical, fluorescence intensity, uHTS; recombinant LMPTP-A, OMFP fluorogenic substrate; inhibition, % at 20 µM; Low molecular weight phosphotyrosine protein phosphatase (Homo sapiens), P24666; hit rate 0.22% among 360,000;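 active means compounds that cut the enzyme signal by at least half of the control window in the single-dose screen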;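 further: plate controls were DMSO wells with enzyme plus substrate for no effect and substrate without enzyme for full effect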
#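 Test system: LMPTP-A phosphatase enzyme. Amount: LMPTP-A at 0.625 nM final in the reaction. Reagent: OMFP substrate, 400 µM final. Times: 50 min at room temperature. Signal: endpoint fluorescence intensity from OMFP dephosphorylation. Read-out basis: % inhibition. Benchmarks: no-enzyme and uninhibited controls.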
# Rpn11 inh = Rpn11 (PSMD14) deubiquitinase inhibitors, primary screen, biochemical, fluorescence polarization, uHTS; 26S proteasome non-ATPase regulatory subunit 14 (Homo sapiens), O00487; human 26S proteasome, Ub4-pepOG fluorescence polarization; 20S core pre-blocked with epoxomicin; calls only at 20 µM; hit rate 0.59% among 360,000;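 active means inhibition at 20 µM, scaled to each plate's controls, above about 33%, limit read from the data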
# Target sequence (O00487 whole entry, looked up): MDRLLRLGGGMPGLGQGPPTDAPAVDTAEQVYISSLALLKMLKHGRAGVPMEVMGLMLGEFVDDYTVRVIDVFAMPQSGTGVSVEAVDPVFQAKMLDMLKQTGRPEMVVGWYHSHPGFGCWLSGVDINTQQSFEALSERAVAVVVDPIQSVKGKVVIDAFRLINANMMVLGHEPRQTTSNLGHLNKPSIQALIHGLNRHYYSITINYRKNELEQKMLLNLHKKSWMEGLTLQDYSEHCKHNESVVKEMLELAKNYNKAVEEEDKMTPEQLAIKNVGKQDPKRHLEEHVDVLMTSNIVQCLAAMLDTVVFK
# STEP block = STEP phosphatase inhibitors, primary screen, biochemical, fluorescence intensity, uHTS; Tyrosine-protein phosphatase non-receptor type 5 (Homo sapiens), P54829; recombinant STEP, OMFP fluorogenic substrate; inhibition, % at 20 µM; hit rate 0.25% among 360,000; AID 588621, 2011;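 active means inhibition at 20 µM, scaled per plate between control wells, above about 37%, limit read from the data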;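 further: 0% = DMSO with enzyme and substrate and 100% = substrate only without enzyme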
#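 material = STEP tyrosine phosphatase | reagent = fluorogenic phosphatase substrate OMFP at 25 µM final | doses = single compound dose of 20 µM, 1% DMSO final | schedule = 20 min reaction, room temperature, in the dark | measured by = fluorescence, 480/540 nm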
# DNMT1 block = human DNMT1 methyltransferase inhibitors, primary screen, biochemical, molecular beacon, fluorescence, HinP1I cleavage, uHTS; inhibition (reported as % activation of signal), % at 10 µM; DNA (cytosine-5)-methyltransferase 1 (Homo sapiens), P26358; hit rate 0.83% among 360,000; in the data active means inhibition above about 50%
# TbMetRS inhib = T. brucei MetRS inhibitors, primary screen, biochemical, luminescence; purified T. brucei MetRS, ATP depletion, Kinase-Glo luminescence; inhibition, % at 11.9 µM; hit rate 0.4% among 360,000; AID 624268, 2012;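 active means inhibition above a per-plate cutoff of the control wells' mean inhibition plus 3 SD, cut at about 5.5% in these data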;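 further: 0% = DMSO wells median and 100% = median of wells with control inhibitor compound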
#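 Material – parasite MetRS enzyme · Medium – HEPES-MgCl2-KCl buffer plus DTT, spermine, BSA, pyrophosphatase · Reagent – ATP, methionine and E. coli bulk tRNA substrates · Times – 15 min enzyme-compound preincubation, 2 h reaction, 10 min detection, 25 °C · Measured by – luminescence of leftover ATP · Evaluation – percent inhibition relative to median high and low control wells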
# SUMO1 PPI mod = modulators of SUMO1 protein-protein interactions, primary screen, biochemical, uHTS. SUMO1 binding to a labelled peptide, TR-FRET, 1 h. AID 602429, 2012. inhibition, % at 20 µM. hit rate 0.33% among 360,000. Small ubiquitin-related modifier 1 (Homo sapiens), P63165; in the data active means inhibition above about 37%
# Target sequence (P63165 whole entry, looked up): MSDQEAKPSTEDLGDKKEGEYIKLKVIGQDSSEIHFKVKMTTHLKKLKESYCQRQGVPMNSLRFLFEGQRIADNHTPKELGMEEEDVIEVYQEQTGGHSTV
# MsrA inh = bovine MsrA enzyme inhibitors, primary screen, biochemical, absorbance, HTS; inhibition, % at 15.5 µM; hit rate 0.75% among 360,000; purified bovine MsrA, absorbance read-out; Methionine sulfoxide reductase A (Bos taurus); in the data active means inhibition above about 4.5%;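 further: 0% = vehicle wells with enzyme and 100% = reference inhibitor wells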
# CSN inh = inhibitors of CSN-mediated cullin deneddylation, primary screen, biochemical, fluorescence polarization, uHTS; hit rate 0.38% among 360,000; AID 651999, 2013; Purified CSN, SCF-Nedd8-OG deneddylation; inhibition, % at 12.5 µM;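 active means pattern-corrected inhibition above about 35%, with an unprinted fluorescence ratio check between 0.5 and 1.5, limit read from the data, passing the limit was not always enough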;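 further: 0% = enzyme with substrate and 100% = substrate without enzyme; some results filed as inactive read as strong as hits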
# Target sequence (Q92905 whole entry, looked up, one chain of several): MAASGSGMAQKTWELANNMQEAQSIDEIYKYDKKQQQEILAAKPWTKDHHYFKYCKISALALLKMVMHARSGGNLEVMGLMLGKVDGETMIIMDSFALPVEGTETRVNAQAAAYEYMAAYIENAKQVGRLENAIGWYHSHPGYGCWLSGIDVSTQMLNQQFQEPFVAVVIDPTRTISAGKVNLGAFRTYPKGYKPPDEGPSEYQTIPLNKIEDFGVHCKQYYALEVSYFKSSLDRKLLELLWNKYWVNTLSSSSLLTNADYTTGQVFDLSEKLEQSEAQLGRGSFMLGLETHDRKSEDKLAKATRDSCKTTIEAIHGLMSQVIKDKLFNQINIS
#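 Test system: Human Csn5 produced in HEK293T cells | Compound: 12.5 µM single point | Times: 90 min, room temperature | Signal: Fluorescence polarization readout | Read-out basis: % inhibition of substrate cleavage by Csn5 | Controls: no-enzyme wells high, enzyme-with-substrate wells low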
# NadD inh = inhibitors of S. aureus NadD, primary screen, biochemical, colorimetric, uHTS. purified NadD enzyme, colorimetric absorbance read-out. inhibition, % at 20 µM. AID 602399, 2012. Nicotinate-nucleotide adenylyltransferase NadD (Staphylococcus aureus N315). hit rate 0.78% among 360,000; in the data active means inhibition above about 26%; further: some compounds past the cut are filed as inactive
# Scp-1 inhibitor = Scp-1 phosphatase inhibitors, primary screen, biochemical, colorimetric, uHTS; hit rate 0.88% among 340,000; inhibition, % at 20 µM; Recombinant Scp1, phosphopeptide, malachite green phosphate absorbance; AID 493091, 2011;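 active means inhibition above about 50% at 20 µM, limit read from the data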;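 further: plate controls were DMSO wells with enzyme for no effect and wells lacking enzyme for full effect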
# Target sequence (Q9GZU7 76-261 limits assumed): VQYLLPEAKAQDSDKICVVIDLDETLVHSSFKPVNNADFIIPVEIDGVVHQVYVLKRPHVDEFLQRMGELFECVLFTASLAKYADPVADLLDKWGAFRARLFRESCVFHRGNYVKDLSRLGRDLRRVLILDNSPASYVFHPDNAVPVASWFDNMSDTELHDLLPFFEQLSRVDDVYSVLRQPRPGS
#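 assay system = SCP-1 phosphatase catalytic domain, residues 76-261 | buffer or medium = 50 mM Tris acetate pH 5.5, 0.005% Tween-20, 10 mM MgCl2 | incubation = enzyme reaction 45 min at room temperature, colour 5 min, stabilisation 30 min | signal = Phosphate-binding colour reagent, absorbance read at 630 nm | measure = % inhibition at 20 µM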
# Numbers without * were called inactive; i = inactive; . = not tested or not shown; + = active, no number.
SMILES,LMPTP block,Rpn11 inh,STEP block,DNMT1 block,TbMetRS inhib,SUMO1 PPI mod,MsrA inh,CSN inh,NadD inh,Scp-1 inhibitor
Cc1ccccc1OC(=O)n1c(=S)oc2cc(Cl)ccc21,-1.2,i,0,3,0.5,8,-0.2,4,3,-2
CCCc1cc(=O)n2[nH]c(-c3ccc(Br)cc3)cc2n1,0.0,i,2,-1,0.0,2,-0.1,4,5,-1
CCCCOc1cccc(OCC(=O)Nc2nc3ccccc3[nH]2)c1,-2.0,i,1,-4,36*,-3,-0.1,-4,3,7
Cc1cccc(CN2CCSc3sccc3C2=O)c1,-0.2,i,-2,2,0.0,-2,1.0,1,-3,-8
COc1cc(/C=C\C(=O)NCc2ccc3c(c2)cc(C)n3C)cc(OC)c1OC,2.1,i,0,-17,-0.1,-11,-1.1,0,2,-7
CN(Cc1ccccc1)C(=O)CN1C(=O)COc2ccc(S(=O)(=O)N3CCCC3)cc21,-0.4,i,4,0,-0.2,1,-1.0,1,1,-1
C=C(C)C(=O)Nc1cccc(C2=NOC3(C2)C[C@H](C(N)=O)N(C(=O)COc2ccc(Cl)cc2)C3)c1 (some centres undefined),1.2,i,5,98*,-0.3,104*,1.3,14,-8,72*
COc1cccc(-c2cn(C[C@H]3CC[C@@H]([C@@H]4CC[C@H](Cn5cc(-c6cccc(OC)c6)nn5)O4)O3)nn2)c1,-0.4,i,-2,-3,0.4,4,-1.4,10,2,-6
CNc1cncc(-c2ccccc2NC(C)=O)n1,-3.7,i,0,0,-0.2,-8,2.2,4,-3,.
COc1ccc2cc(OCC(=O)NNC(=O)Nc3ccc(F)cc3)ccc2c1,0.3,i,3,6,-0.1,-8,-0.1,0,0,6
Cc1cccc(Cn2c(C(C)O)nc3ccccc32)c1 (centres undefined),-0.3,i,3,3,-1.0,0,-0.5,-4,-3,-2
CCC(=O)N1CCc2cc(S(=O)(=O)NCCC(=O)N3CCN(Cc4ccccc4)CC3)ccc21,-0.9,i,-1,7,-0.7,0,-1.3,1,12,-3
CCn1c(-c2cc(-c3ccc(OC(C)C)cc3)nc3ccccc23)n[nH]c1=S,3.3,i,5,-1,-0.7,20,.,-1,3,-3
CCOC(=O)C1=CCN(S(=O)(=O)c2ccccc2Cl)C1c1cccc(Br)c1 (centres undefined),2.9,i,-1,-4,-0.4,7,-1.0,1,-5,.
Cc1nnc(SCC(=O)Nc2ccc3c(c2)OCO3)n(N)c1=O,0.7,i,-6,5,2.8,5,0.1,-1,-2,-2
Nc1ncc2c(n1)-c1cc(Cl)ccc1SC2,-1.7,i,-8,-2,-1.8,6,1.7,1,29*,4
COc1cc2ncnc(NCc3ccccc3)c2cc1OC,0.2,i,-1,-1,0.3,6,0.1,-1,-5,-12
Cc1ccc(CNC(=O)c2ccc(Cn3nc(C)cc3C)o2)cc1,-1.6,i,-2,0,-0.3,-7,0.4,3,2,-2
CCN1C(=O)[C@H]2[C@@H](c3ccc(SC4CCCCC4)c(OC)c3)N3CCCC[C@@]3(C(=O)OC)[C@H]2C1=O,2.1,i,6,-12,0.1,0,0.9,0,6,-9
S=c1nc(-c2ccccc2)[nH]c2ccc(Br)cc12,-1.8,i,0,1,0.4,-5,0.6,-1,-3,0
CC1(C(=O)NS(=O)(=O)c2cccc(Cl)c2)CCN1C(=O)C1(c2ccc(Cl)cc2)CCC1 (centres undefined),-1.8,i,14,2,-0.2,10,-0.5,3,7,.
Cc1noc(/C=C/N(C)C)c1S(=O)(=O)N1CCN(c2ccccc2)CC1,1.1,i,4,-8,-0.1,14,1.9,1,-1,-17
C(=C\c1ccc2ccccc2n1)/c1ccccc1,1.7,i,1,4,-0.5,-24,0.7,3,-6,-11
Cc1ccccc1N=C1NC(=O)/C(=C/c2cccn2C)S1,1.5,+,-1,-4,0.3,-17,1.8,5,2,-19
Brc1ccc(OCc2nnc(SCC3CCCCC3)o2)cc1,4.1,i,4,6,-0.2,-3,-0.8,-1,9,-10
COc1ccccc1CNC(=O)c1ccccc1NC(=O)C1=C(C)OCCS1,-0.9,i,-2,-2,-0.1,-1,0.0,2,-3,-7
CCCN1C2=NCCN2c2cc(C)c(C)cc21,2.7,i,2,-1,-1.4,-3,-0.2,2,-5,-7
CCCCn1c(N)c(N(CCC(C)C)C(=O)COC(=O)c2ccc3ccccc3c2)c(=O)[nH]c1=O,-3.8,i,-4,6,-0.7,4,-0.8,-1,0,-3
COc1ccccc1-c1cccc([C@@H]2C[C@H]3[C@H](CON3C)CN2C(=O)C(C)(C)C)c1,-1.1,i,2,2,0.5,0,-1.5,-5,6,12
O=C(COC(=O)C1CCN(S(=O)(=O)c2cc([N+](=O)[O-])ccc2Cl)CC1)Nc1ncc(Cl)cc1Cl,9.8,i,22,86*,0.1,11,0.7,8,7,68*
Cc1c(=O)n(OCc2ccc(Cl)cc2)c2ccccc2[n+]1[O-],1.6,i,0,-1,0.0,-26,1.0,-2,-6,-9
Cc1ccc(NC(=S)NNC(=O)c2c([N+](=O)[O-])c(C)nn2C)cc1,-0.3,i,-3,-2,-0.7,-3,0.7,0,-1,2
Cc1sccc1/C=N/NC(=O)c1cccc2ccccc12,-0.5,i,0,0,-0.9,-2,1.7,0,-2,-10
Nn1cnnc1SC1CCCCC1NS(=O)(=O)c1ccccc1 (centres undefined),-0.6,i,-3,2,-2.1,3,0.8,4,-1,-11
Cc1ccc(OCCCC(=O)N(C)CC(=O)Nc2ccccc2Cl)cc1,-0.5,i,0,1,-0.4,-1,-0.2,-1,1,-3
Cn1c(-c2ccccc2)cc(=O)cc1-c1ccccc1,-1.6,i,-2,-1,-0.4,0,-0.3,-2,-3,.
Cc1ccc(S(=O)(=O)N2CC(O)CC2C(=O)O)cc1 (centres undefined),-0.7,i,-3,-2,-1.4,4,-2.2,10,-4,-9
COc1ccc(CCC(=O)NNC(=O)Nc2cccc(Cl)c2)cc1,0.1,i,4,2,1.1,3,1.7,-1,-2,-5
CCCCn1c(=O)[nH]c(=O)c2c1nc(-c1ccc(-c3ccccc3Br)o1)n2CC,-1.1,i,0,16,-0.1,2,-0.2,1,17,-12
O=C(CCl)NCCCCCCCCCNC(=O)CCl,-0.4,i,2,-1,0.1,4,-0.3,-2,-1,-5
CCOC(=O)C1CCCN(S(=O)(=O)c2ccc(OC)c3ccccc23)C1 (centres undefined),2.7,i,0,-2,-0.5,-3,-0.2,-1,-13,-13
Cc1nc(NCc2ccco2)c2c3c(sc2n1)CCC3,0.7,i,-4,6,-0.8,7,0.4,28,-1,4
Cc1cccc(-n2ncc3c(=O)[nH]c(SCC(=O)N4CC(=O)Nc5ccccc54)nc32)c1,0.8,i,1,-2,-0.3,8,0.7,3,16,-6
O=C(Nc1cc(=O)c2ccccc2o1)N1CCOCC1,-1.6,i,-1,3,-0.1,-1,0.7,-5,-3,-3
Fc1ccc(-c2cc(-c3cccs3)cc(-c3ccccc3)n2)cc1,3.1,i,-1,1,0.6,1,1.5,-7,12,1
O=C(/C=C/c1ccc(Cl)c([N+](=O)[O-])c1)Nc1ccc(NC(=O)c2ccco2)cc1,1.1,i,0,10,-0.9,1,1.4,5,4,-1
Nc1nccc(N2CCCCC2)n1,-0.9,i,-1,2,-0.2,5,0.1,-2,2,.
O=S(=O)(N[C@H](CO)c1ccccc1)c1ccc(Br)cc1F,-0.7,i,0,-1,0.5,-2,0.1,-5,5,4
Cc1cccc(NC(=O)CN(C)S(=O)(=O)c2cccc3cccnc23)c1,-1.4,i,1,5,-0.6,6,0.7,-4,-3,33
Brc1cc2ccccc2[n+](Cc2ccccc2)c1,-0.5,i,-2,3,0.1,-40,1.9,1,0,0

# Printed as active in DNMT1 block, of those listed so far:
SMILES,LMPTP block,Rpn11 inh,STEP block,DNMT1 block,TbMetRS inhib,SUMO1 PPI mod,MsrA inh,CSN inh,NadD inh,Scp-1 inhibitor
C=C(C)C(=O)Nc1cccc(C2=NOC3(C2)C[C@H](C(N)=O)N(C(=O)COc2ccc(Cl)cc2)C3)c1 (some centres undefined),1.2,i,5,98*,-0.3,104*,1.3,14,-8,72*
O=C(COC(=O)C1CCN(S(=O)(=O)c2cc([N+](=O)[O-])ccc2Cl)CC1)Nc1ncc(Cl)cc1Cl,9.8,i,22,86*,0.1,11,0.7,8,7,68*

# Exported with tabs: part of the list above.
structure	LMPTP block	Rpn11 inh	STEP block	DNMT1 block	TbMetRS inhib	SUMO1 PPI mod	MsrA inh	CSN inh	NadD inh	Scp-1 inhibitor
O=C(Nc1cc(=O)c2ccccc2o1)N1CCOCC1	-1.6	i	-1	3	-0.1	-1	0.7	-5	-3	-3
Fc1ccc(-c2cc(-c3cccs3)cc(-c3ccccc3)n2)cc1	3.1	i	-1	1	0.6	1	1.5	-7	12	1
O=C(/C=C/c1ccc(Cl)c([N+](=O)[O-])c1)Nc1ccc(NC(=O)c2ccco2)cc1	1.1	i	0	10	-0.9	1	1.4	5	4	-1
Nc1nccc(N2CCCCC2)n1	-0.9	i	-1	2	-0.2	5	0.1	-2	2	.
O=S(=O)(N[C@H](CO)c1ccccc1)c1ccc(Br)cc1F	-0.7	i	0	-1	0.5	-2	0.1	-5	5	4
Cc1cccc(NC(=O)CN(C)S(=O)(=O)c2cccc3cccnc23)c1	-1.4	i	1	5	-0.6	6	0.7	-4	-3	33
